GLP1R cytotox – cytotoxicity counter-screen for GLP-1 receptor inverse agonists; HEK293 cAMP-luciferase reporter cells, luminescence, 24 h; Potency, µM (doses to about 38.3 µM), inactives show top-dose activity change, negative = inhibition, hits mostly inhibitors; 410,000 compounds, 0.13% hits; AID 624418;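 also: loss of luciferase light is scored as toxicity; potency is read from the fitted curve at half-maximal effect; % is scaled to controls: 0 for no effect and ±100 for the full control effect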
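Step one: seed cells (200 cells/uL, DMEM with 10% Nu serum, 1% pen-strep). Step two: 12-hour incubation at 37 deg C. Step three: pin 23 nL compound, incubate 24 hr. Step four: add luciferase reagent, read luminescence 12 min later.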
GLP-1R inv ag – GLP-1 receptor (human) inverse agonism; HEK293 GLP-1R CRE-luciferase, luminescence, 24 h; GLP-1R form is constitutively active; Potency, µM (highest dose often 38.3 µM), for inactives: top-dose activity change, negative = inhibition, usual class: inhibitors; 410,000 compounds, 1.6% hits; also: potency is read from the fitted curve at half-maximal effect; % is scaled to controls: 0 for no effect and ±100 for the full control effect; nearly all actives have a fitted effect of over 55% in size
Target sequence (P43220 whole entry, looked up): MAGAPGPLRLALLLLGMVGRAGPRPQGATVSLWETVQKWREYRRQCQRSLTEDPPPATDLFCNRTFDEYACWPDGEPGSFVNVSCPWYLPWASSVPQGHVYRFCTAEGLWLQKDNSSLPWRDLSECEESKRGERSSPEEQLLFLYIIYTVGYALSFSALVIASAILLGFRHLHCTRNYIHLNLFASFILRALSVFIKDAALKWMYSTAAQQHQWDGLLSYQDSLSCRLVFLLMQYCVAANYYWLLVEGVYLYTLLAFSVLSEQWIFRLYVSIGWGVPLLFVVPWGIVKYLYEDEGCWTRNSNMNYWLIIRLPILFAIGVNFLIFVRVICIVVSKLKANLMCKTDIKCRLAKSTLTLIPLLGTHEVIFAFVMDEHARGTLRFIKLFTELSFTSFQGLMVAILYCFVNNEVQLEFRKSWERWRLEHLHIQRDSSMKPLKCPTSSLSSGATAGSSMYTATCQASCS
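Assay principle: reduced luminescence from a cAMP-responsive reporter in HEK293 cells co-expressing a constitutively active GLP-1R. Conditions: 24 hr compound incubation, 37 deg C, 5% CO2.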
KB-V1 MDR tox – KB-V1 MDR subline cytotoxicity; KB-V1 MDR cells viability, CellTiter-Glo, 72 h; 400,000 compounds, 3.4% hits; Potency, µM (series often up to 46.1 µM), without a hit: top-dose activity change, negative = cytotoxicity, actives largely listed as cytotoxic; AID 1347076; also: potency is read from the fitted curve at half-maximal effect; % is scaled to controls: 0 for no effect and ±100 for the full control effect; nearly all actives have a fitted effect of over 60% in size
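Readout: CellTiter-Glo luminescence, 10 min after addition. Cells: KB-V1 MDR subline, 72 h at 37 degrees C with compound. Analysis: corrected, normalized data fitted to concentration-effect curves.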
TDP43 rescue – rescues yeast growth from TDP-43 toxicity | 410,000 compounds, 1.8% hits | TDP-43 expressing yeast growth rescue, BacTiter-Glo, 24 h | Potency, µM (series often up to 46.1 µM), without a hit: top-dose growth rescue (activation), most hits filed as activators; also: potency is read from the fitted curve at half-maximal effect; % of control where 0% means no effect; nearly all actives have a fitted effect of over 50% in size
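Cell-based yeast growth screen: TDP-43 expression induced in galactose, inoculum OD600=0.02 after raffinose pregrowth to mid-log. Read-out BacTiter-Glo luminescence at 24 hr, 30 deg C; inhibition of toxicity seen as signal increase.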
aSyn yeast inh – alpha-synuclein toxicity inhibition in yeast; Yeast expressing alpha-synuclein, growth rescue, BacTiter-Glo, 24 h; Potency, µM (top dose mostly 46.1 µM), for inactives: at the highest dose growth rescue (activation), hits mostly activators; 370,000 compounds, 0.14% hits; AID 652106; also: potency is read from the fitted curve at half-maximal effect; % of control where 0% means no effect; nearly all actives have a fitted effect of over 65% in size
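Rescue of yeast growth: cells expressing toxic alpha-synuclein, induced in galactose at OD600 0.02, incubated with compound 24 h at 30 C. ATP luminescence quantified growth; inhibitors of toxicity appear as activators.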
PTHR1 ag – activates the human parathyroid hormone receptor PTHR1; HEK293 GP2 PTHR1 cells, GloSensor cAMP luminescence, 1 h; Potency, µM (doses to about 115 µM), for inactives: at the highest dose activation, usual class: activators; 410,000 compounds, 0.075% hits; AID 743266; also: potency is read from the fitted curve at half-maximal effect; nearly all actives have a fitted effect of over 55% in size; some results filed as inactive show a strong effect at the top dose; inactives centre near -15; many of its hits are not listed in these tables
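HEK-293-derived GP2 cells expressing PTHR1 and a GloSensor cAMP reporter, 3,000/well, plated overnight, given luciferin plus IBMX (each 0.5 mM as added) for 1 h at 37 °C, then compound for 1 h at 37 °C. Luminescence was read after 15 min at room temperature.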
D3 ag – agonists of human D3 dopamine receptor. D3R DiscoveRx beta-arrestin cells, luminescence, 90 min. max activation, %. 410,000 compounds, 0.58% hits; in the data active = max activation above about 30%; also: 0% is about no effect; mostly tested at two doses, the higher about 12 µM
Target sequence (P35462 whole entry, looked up): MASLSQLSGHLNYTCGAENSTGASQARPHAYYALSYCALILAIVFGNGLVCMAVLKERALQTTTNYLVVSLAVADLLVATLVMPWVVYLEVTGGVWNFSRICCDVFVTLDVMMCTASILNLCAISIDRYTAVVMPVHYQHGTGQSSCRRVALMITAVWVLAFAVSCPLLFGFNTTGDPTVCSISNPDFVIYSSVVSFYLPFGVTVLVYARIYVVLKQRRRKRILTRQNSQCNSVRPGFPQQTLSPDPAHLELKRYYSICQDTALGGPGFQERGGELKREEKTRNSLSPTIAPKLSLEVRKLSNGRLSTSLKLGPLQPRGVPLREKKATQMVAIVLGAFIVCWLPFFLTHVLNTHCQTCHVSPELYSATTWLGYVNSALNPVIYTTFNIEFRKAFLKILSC
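Cells at 1500/well, incubated overnight, then treated with pinned compounds (dopamine as control) for 90 min at 37 degrees C. DiscoveRx reagent added for 30 - 60 minutes at room temperature; luminescence read.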
DRD3 antagonist – blocks the human D3 dopamine receptor | P35462 | D3R cells, DiscoveRx beta-arrestin luminescence, antagonist mode; active compounds read low | max response, negative = inhibition, % | 360,000 compounds, 2.5% hits | AID 652054; in the data active = max response below about -50%; inconclusive = no clear call, values can overlap the other calls; also: % is scaled to controls: 0 for no effect and ±100 for the full control effect; mostly tested at two doses, the higher about 12 µM
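Cells expressing the human receptor were seeded at 1500 cells/well, incubated overnight at 37 degrees C in 5% CO2, then exposed to library compounds with dopamine controls for 90 minutes at 37 degrees C before luminescent detection.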
GLP-1R agonist – GLP-1 receptor (human) agonism | P43220 | 380,000 compounds, 0.007% hits | Potency, µM (titrated, usually from 45.6 µM), inactives show at the top dose activation, most hits filed as activators | HEK293 GLP-1R CRE-luciferase, luminescence, 4-6 h; cells express a hypersensitive GLP-1R form; also: potency is read from the fitted curve at half-maximal effect; % of control where 0% means no effect
Starred values were filed as active, the others as inactive; & = joins results of further samples; [ ] = another dose, or the depositor's remark. Unless noted, calls follow the shape of the dose curve; as a rule, active = well fitted curve in the direction sought with a large enough effect; inconclusive = small, poorly fitted or top-dose-only effect, or another doubt; inactive = no such curve, though single readings can be large; an effect the other way counts as inactive or inconclusive.

CCOC(=O)N1CCC(NC(=O)c2cc(C(=O)Nc3ccc(S(=O)(=O)N4CCOCC4)cc3)ccc2CO)CC1 was read as GLP1R cytotox -15%, GLP-1R inv ag 13%, KB-V1 MDR tox 27%, TDP43 rescue 0%, aSyn yeast inh 2%, PTHR1 ag -21%, D3 ag -1, DRD3 antagonist 28 and GLP-1R agonist -3%.
For CCc1ccc2ncc(C(=O)c3ccccc3)c(N3CCOCC3)c2c1 the results were GLP1R cytotox 1%, GLP-1R inv ag inconclusive, KB-V1 MDR tox -3%, TDP43 rescue -15%, aSyn yeast inh 1%, PTHR1 ag inactive, D3 ag -6, DRD3 antagonist 0 and GLP-1R agonist -4%.
For Cc1ccc([N+](=O)[O-])cc1NC(=S)NC(=O)c1cccs1 the results were GLP1R cytotox 13%, GLP-1R inv ag -1%, KB-V1 MDR tox -1%, TDP43 rescue 11%, aSyn yeast inh -7%, PTHR1 ag inactive, D3 ag -2, DRD3 antagonist -9 and GLP-1R agonist -16%.
For CN(C(=O)COC(=O)c1cc(NS(=O)(=O)c2cc([N+](=O)[O-])ccc2Cl)ccc1O)C1CCCCC1 the results were GLP1R cytotox -12%, GLP-1R inv ag -17%, KB-V1 MDR tox -7%, TDP43 rescue 22%, aSyn yeast inh 2%, PTHR1 ag -28%, D3 ag 10, DRD3 antagonist 22 and GLP-1R agonist -7%.
Screening c1cncc(CNc2nc(-c3cccnc3)nc3ccccc23)c1 returned GLP1R cytotox 0%, GLP-1R inv ag 62%[activator], KB-V1 MDR tox -18%, TDP43 rescue -4%, aSyn yeast inh -4%, PTHR1 ag -42%[inhibitor], D3 ag 8, DRD3 antagonist 0 and GLP-1R agonist -5%.
For COC(=O)CN(c1ccc(OC)cc1OC)S(=O)(=O)c1ccccc1[N+](=O)[O-] the results were GLP1R cytotox -3%[7.66 µM], GLP-1R inv ag -8%[7.66 µM], KB-V1 MDR tox 57%, TDP43 rescue -11%[9.22 µM], aSyn yeast inh 0%, PTHR1 ag inactive, D3 ag 4, DRD3 antagonist 2 and GLP-1R agonist 7%.
For O=C(CCN1C(=O)c2ccccc2C1=O)N1CCN(C2c3ccccc3-c3ccccc32)CC1 the results were GLP1R cytotox -18%, GLP-1R inv ag 21%, KB-V1 MDR tox inconclusive, TDP43 rescue -15%, aSyn yeast inh 15%, PTHR1 ag inactive, D3 ag 3, DRD3 antagonist -12 and GLP-1R agonist -7%.
`O=C(COC(=O)CCc1c[nH]c2ccccc12)Nc1cccc(Cl)c1` gave GLP1R cytotox 2%, GLP-1R inv ag 6%, KB-V1 MDR tox 20%, TDP43 rescue 22%, aSyn yeast inh 1%, PTHR1 ag inactive, D3 ag -7, DRD3 antagonist -7 and GLP-1R agonist 3%.
O=C1c2cccc3cccc(c23)C(=O)N1CCCn1ccnc1 was read as GLP1R cytotox -3%, GLP-1R inv ag 37%[activator], KB-V1 MDR tox -28%, TDP43 rescue 5%, aSyn yeast inh -2%, PTHR1 ag -6%, D3 ag 6, DRD3 antagonist 11 and GLP-1R agonist 21%.
`CCC(C)NC(=O)[C@H](CSCc1ccccc1)N1Cc2ccccc2C1=O` (stereo partly drawn) gave GLP1R cytotox -2%, GLP-1R inv ag 11µM*, KB-V1 MDR tox 15%, TDP43 rescue 13%, aSyn yeast inh 0%, PTHR1 ag -4%, D3 ag -2, DRD3 antagonist 0 and GLP-1R agonist -6%.
Screening COc1ccccc1NC(=O)Nc1ccc(-n2ccc(C(F)(F)F)n2)cc1 returned GLP1R cytotox -24%, GLP-1R inv ag 2µM*, KB-V1 MDR tox inconclusive, TDP43 rescue -20%[1.82 µM], aSyn yeast inh 0%, PTHR1 ag -55%[inhibitor], D3 ag -30, DRD3 antagonist inconclusive and GLP-1R agonist 1%.
Screening CC1NC(=O)NC1CCCCCC(=O)Nc1ccc(F)cc1 (stereo not drawn) returned GLP1R cytotox 3%[0.307 µM], GLP-1R inv ag -1%[0.307 µM], KB-V1 MDR tox 0%, TDP43 rescue -17%, aSyn yeast inh -4%, PTHR1 ag inactive, D3 ag -2, DRD3 antagonist -21 and GLP-1R agonist -3%.
Screening O=C1C(C=NCc2ccncc2)=C(O)c2ccccc21 returned GLP1R cytotox 14%, GLP-1R inv ag -5%, KB-V1 MDR tox 7%, TDP43 rescue -4%, aSyn yeast inh -1%, PTHR1 ag -18%[57.5 µM], D3 ag -4, DRD3 antagonist -13 and GLP-1R agonist 5%.
`OCCN(Cc1ccccc1)Cc1cccc(C(F)(F)F)c1` gave GLP1R cytotox 1%, GLP-1R inv ag inconclusive, KB-V1 MDR tox 9%, TDP43 rescue -17%, aSyn yeast inh 1%, PTHR1 ag -23%[57.5 µM], D3 ag -38, DRD3 antagonist -9 and GLP-1R agonist -3%.
For CN(C)S(=O)(=O)c1cccc(NC(=O)CO/N=C(\N)c2ccccc2)c1 the results were GLP1R cytotox 3%, GLP-1R inv ag -4%, KB-V1 MDR tox inconclusive, TDP43 rescue -5%, aSyn yeast inh -11%, PTHR1 ag -24%, D3 ag 4, DRD3 antagonist 0 and GLP-1R agonist 2%.
`CCOCCCNC(=O)C(c1ccc(OC)cc1)N(Cc1cccs1)C(=O)c1ccccc1O` (stereo not drawn) gave GLP1R cytotox -11%&-16%, GLP-1R inv ag -16%&-24%, KB-V1 MDR tox inconclusive, TDP43 rescue 10%&3%, aSyn yeast inh 1%, PTHR1 ag -17%, D3 ag 2&3, DRD3 antagonist 10 and GLP-1R agonist 4%.
Screening O=C(O)C(=O)/C(=C\c1cccc(Cl)c1)c1ccc2ccccc2n1 returned GLP1R cytotox 11%, GLP-1R inv ag 0%, KB-V1 MDR tox -3%, TDP43 rescue 10%, aSyn yeast inh 1%, PTHR1 ag -42%[inhibitor], D3 ag 2, DRD3 antagonist 0 and GLP-1R agonist 3%.
`O=C(O)Cc1ccc(-c2ccccc2-c2ccccc2)cc1` gave GLP1R cytotox 2%, GLP-1R inv ag -6%, KB-V1 MDR tox -8%, TDP43 rescue inconclusive, aSyn yeast inh 1%, PTHR1 ag inactive, D3 ag 8, DRD3 antagonist -29 and GLP-1R agonist 3%.
Screening O=C(CNC(=O)C1COc2ccccc2O1)Nc1ccc(F)c(F)c1 (stereo not drawn) returned GLP1R cytotox -5%, GLP-1R inv ag -23%, KB-V1 MDR tox 0%, TDP43 rescue 5%, aSyn yeast inh 6%, PTHR1 ag -33%, D3 ag 4, DRD3 antagonist 16 and GLP-1R agonist -2%.
`Cc1ccc(-n2cc3c(c2-c2ccccc2Br)c(=O)n(C)c(=O)n3C)cc1N` gave GLP1R cytotox -8%, GLP-1R inv ag 18%, KB-V1 MDR tox 5%, TDP43 rescue 6%, PTHR1 ag inactive and D3 ag 3.
COc1cccc(NC(=O)Nc2ccccc2C(N)=O)c1 was read as GLP1R cytotox -6%, GLP-1R inv ag 3%, KB-V1 MDR tox 10%, TDP43 rescue -14%[0.397 µM], aSyn yeast inh -11%, PTHR1 ag 0%, D3 ag 1, DRD3 antagonist 2 and GLP-1R agonist 13%.
c1ccc(-c2cc3nc(NCc4ccc5c(c4)OCO5)ccn3n2)cc1 was read as GLP1R cytotox 5%, GLP-1R inv ag inconclusive, KB-V1 MDR tox -1%, TDP43 rescue 14µM*, aSyn yeast inh 14%, PTHR1 ag -94%[inhibitor], D3 ag 9, DRD3 antagonist 17 and GLP-1R agonist -1%.
Screening CCOC(=O)N1CCN(c2c(NCc3ccccc3OC)c(=O)c2=O)CC1 returned GLP1R cytotox 1%, GLP-1R inv ag 2%, KB-V1 MDR tox -9%, TDP43 rescue 8%, aSyn yeast inh 11%, PTHR1 ag 19%, D3 ag -4, DRD3 antagonist 0 and GLP-1R agonist 1%.
`COC(=O)c1ccc(NC(=O)NCCn2nnc3cc(S(=O)(=O)N(C)C)ccc32)cc1` gave GLP1R cytotox 3%, GLP-1R inv ag 0%, KB-V1 MDR tox 0%, TDP43 rescue 19%, PTHR1 ag -36%[inhibitor] and D3 ag 6.
Screening O=C(Cn1c(-c2ccccn2)nc2ccccc21)N/N=C/c1ccccn1 returned GLP1R cytotox 2%, GLP-1R inv ag 9%, KB-V1 MDR tox 25%, TDP43 rescue 2%, aSyn yeast inh 0%, PTHR1 ag 25%, D3 ag 1, DRD3 antagonist 2 and GLP-1R agonist -2%.
`Fc1ccccc1Cc1noc(CN2CCN(Cc3ccc4c(c3)OCO4)CC2)n1` gave GLP1R cytotox 1%, GLP-1R inv ag inconclusive, KB-V1 MDR tox -19%, TDP43 rescue 6%, aSyn yeast inh -6%, PTHR1 ag -29%, D3 ag -17, DRD3 antagonist -15 and GLP-1R agonist 6%.
For CCOc1ccccc1NC(=O)c1cc(S(=O)(=O)N2CCOCC2)cn1C the results were GLP1R cytotox 18%, GLP-1R inv ag -1%, TDP43 rescue 9%, PTHR1 ag -9% and D3 ag -4.
`CC1C(c2ccccc2)=[N+]([O-])C2(CCCC2)N1O` (stereo not drawn) gave GLP1R cytotox -1%, GLP-1R inv ag 15%, KB-V1 MDR tox 8%, TDP43 rescue 1%, aSyn yeast inh -1%, PTHR1 ag inactive, D3 ag 2, DRD3 antagonist 16 and GLP-1R agonist -8%.
For COC(=O)CNC(=O)N1CCN(S(=O)(=O)c2ccc3c(ccn3C)c2)CC1 the results were GLP1R cytotox 5%, GLP-1R inv ag 17%, KB-V1 MDR tox -18%, TDP43 rescue 4%, aSyn yeast inh -4%, PTHR1 ag 63%, D3 ag -4 and GLP-1R agonist 3%.
`COc1ccc(-n2c(SCC(=O)NCc3ccco3)nnc2-c2c[nH]c3ccccc23)cc1` gave GLP1R cytotox -10%, GLP-1R inv ag -21%, KB-V1 MDR tox 0%, TDP43 rescue 27%, aSyn yeast inh 6%, PTHR1 ag -1%, D3 ag 0, DRD3 antagonist -7 and GLP-1R agonist 8%.

Screens as filed in PubChem BioAssay.

Some of the compounds tested, so the mix of outcomes need not match the whole.
